EPAC1 agonist: activates human EPAC1 exchange factor; Potency, µM (top dose mostly 154 µM), for inactives: at the top dose activation, hits mostly activators; EPAC1 agonist qHTS, biochemical assay; response scale: 100% = response to 6.5 mM cAMP; AID 720707; actives 0.073% (n = 360,000); further: potency means the concentration at half of the fitted maximal effect; nearly all actives have a fitted effect of over 60% in size
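Nucleotide exchange assay: 100 nM EPAC1 with 250 nM Rap1B loaded with BODIPY-GDP and 50 uM GDP, room temperature. Fluorescence (480/540 nm) read every 5 min for 30 min; signal change normalized to 6.5 mM cAMP as full agonist.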
IL-2 act: IL-2 activation; IL-2 activation reporter assay, cell-based qHTS; stimulated with anti-CD3/CD4/CD28 beads; in transgenic mouse T cells; activation, % (series mostly up to about 46 µM); actives 0.065% (n = 360,000); in the data active means activation above about 50%; inconclusive means mostly about 30% to 49%; further: 0% is about no effect
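EGFP and DsRed fluorescence is measured by plate cytometry in unstimulated transgenic mouse T cells exposed to compound for 60 minutes, then stimulated 18 hours at 37 degrees C with anti-CD3/anti-CD4 beads plus anti-CD28.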
CCT chaperon mod: changes cytosolic chaperonin activity. actives 0.3% (n = 360,000). purified chaperonin ATPase assay, HTRF ADP detection, 30 min. activity change, % (concentration not given with the values), hits read low; in the data active means activity change below about -30%; further: on the % scale 0 is the no-effect control and ±100 the full control effect
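Nucleotide hydrolysis assay: TRiC at 20–40 nM final (set by batch activity) with 10 uM ATP, 30 min at 37 °C, in presence of 76 uM compound. Detection by competitive ADP HTRF, 30 min ambient.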
PI5P4K alpha inh: blocks human PI5P4K alpha kinase activity; P48426; PI5P4Kalpha enzyme, ADP-Glo luminescence, 60 min; stronger effect = lower value; max response, %; actives 1.2% (n = 330,000); AID 652105; active means max response of -50% or lower; inconclusive means between -30% and -50%; inactive means -30% or higher; further: value at the top dose of about 77 µM; on the % scale 0 is the no-effect control and ±100 the full control effect
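Controls without substrate or without enzyme flank wells where PI5P4Kalpha converts substrate using 5 microM ATP (final). Incubation lasts 60 minutes at room temperature; ADP formed is read by ADP-Glo luminescence.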
EPAC2 agonist: agonists of human EPAC2 (RAPGEF4) | Q8WZA2 | EPAC2 activation, biochemical qHTS; response scale: 100% = 6.5 mM cAMP response | Potency, µM (highest dose often 154 µM), inactives show at the highest dose activation, hits mostly activators | actives 0.079% (n = 360,000) | AID 720711; further: potency means the concentration at half of the fitted maximal effect; nearly all actives have a fitted effect of over 50% in size
Target sequence (Q8WZA2 whole entry, looked up): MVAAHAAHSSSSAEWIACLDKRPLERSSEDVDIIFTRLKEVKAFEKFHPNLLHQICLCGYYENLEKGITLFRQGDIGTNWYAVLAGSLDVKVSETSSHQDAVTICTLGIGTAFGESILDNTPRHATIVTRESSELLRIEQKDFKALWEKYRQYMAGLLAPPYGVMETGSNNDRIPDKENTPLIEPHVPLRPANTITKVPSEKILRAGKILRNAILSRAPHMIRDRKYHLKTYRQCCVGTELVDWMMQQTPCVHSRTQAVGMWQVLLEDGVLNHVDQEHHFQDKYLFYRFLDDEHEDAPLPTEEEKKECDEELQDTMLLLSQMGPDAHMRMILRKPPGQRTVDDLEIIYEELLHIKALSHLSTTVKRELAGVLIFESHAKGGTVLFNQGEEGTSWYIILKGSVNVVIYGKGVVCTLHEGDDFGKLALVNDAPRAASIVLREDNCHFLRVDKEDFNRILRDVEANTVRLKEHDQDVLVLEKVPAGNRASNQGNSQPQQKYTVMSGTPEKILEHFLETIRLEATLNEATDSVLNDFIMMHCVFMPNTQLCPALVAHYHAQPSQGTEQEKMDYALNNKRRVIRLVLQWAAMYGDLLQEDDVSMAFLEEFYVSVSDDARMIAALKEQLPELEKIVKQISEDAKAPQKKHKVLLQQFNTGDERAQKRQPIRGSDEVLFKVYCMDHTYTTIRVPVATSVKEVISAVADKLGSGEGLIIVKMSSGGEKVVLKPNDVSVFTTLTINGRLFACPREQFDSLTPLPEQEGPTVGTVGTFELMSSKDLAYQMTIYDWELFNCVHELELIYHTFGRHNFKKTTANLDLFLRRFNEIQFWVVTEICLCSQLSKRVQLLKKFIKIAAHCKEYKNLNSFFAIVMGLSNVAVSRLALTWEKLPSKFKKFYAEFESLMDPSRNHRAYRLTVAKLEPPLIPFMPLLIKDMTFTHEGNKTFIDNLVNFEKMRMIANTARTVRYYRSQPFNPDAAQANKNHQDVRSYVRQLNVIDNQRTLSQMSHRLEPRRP
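Readout is BODIPY fluorescence (480 nm excitation, 540 nm emission), which falls as labeled GDP is exchanged off Rap1B. EPAC2 at 100 nM acted on 250 nM RAP1B-BODIPY-GDP with 50 uM GDP present.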
WRN helicase inh: inhibitors of human WRN helicase; Q14191; WRN helicase unwinding, fluorescent forked duplex, kinetic; Potency, µM (doses to about 114 µM), without a hit: top-dose activity change, negative = inhibition, most hits filed as inhibitors; actives 0.46% (n = 360,000); AID 651768; further: potency means the concentration at half of the fitted maximal effect; on the % scale 0 is the no-effect control and ±100 the full control effect; nearly all actives have a fitted effect of over 55% in size
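Kinetic red-fluorescence monitoring (525/598 nm) tracks WRN helicase activity after 100 nM fluorophore-quencher forked duplex and 2 mM ATP are added to 20 nM enzyme pretreated 15 min at room temperature with compound.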
EPAC1 antag: antagonists of human EPAC1; O95398; EPAC1 GEF assay, Rap1b-BODIPY-GDP exchange fluorescence; Potency, µM (doses to about 115 µM), inactives show top-dose activity change, negative = inhibition, actives largely listed as inhibitors; actives 0.14% (n = 360,000);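 further: potency means the concentration at half of the fitted maximal effect; plate controls were vehicle for no effect and positive control for full effect; nearly all actives have a fitted effect of over 50% in size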
PLK1 PBD inh: blocks phosphopeptide binding to human PLK1 polo-box domain; P53350; Plk1 PBD binding of FITC phosphopeptide, fluorescence polarization; Potency, µM, without a hit: max response, negative = inhibition, actives largely listed as inhibitors; actives 2.8% (n = 360,000); further: potency means the concentration at half of the fitted maximal effect; series mostly up to about 57 µM; on the % scale 0 is the no-effect control and ±100 the full control effect; nearly all actives have a fitted effect of over 65% in size
* hit, by the source's call; ? = inconclusive; . = not tested or not shown; [ ] = remark or other dose. Unless noted, the call rests on the fitted dose curve; in most records, active means well fitted curve in the direction sought with a large enough effect; inconclusive means small, poorly fitted or top-dose-only effect, or another doubt; inactive means no such curve, though single readings can be large; an effect the other way counts as inactive or inconclusive. An excerpt; count on the stated rates, not on these rows.

canonical_smiles	EPAC2 agonist	PI5P4K alpha inh	CCT chaperon mod	PLK1 PBD inh	WRN helicase inh	IL-2 act	EPAC1 antag	EPAC1 agonist
Cc1ccc([C@@H]2CC(=O)[C@@H]3CN(S(=O)(=O)c4ccc(C)cc4)[C@H](c4cccc(Cl)c4)C[C@@H]3N2S(=O)(=O)c2ccc(Cl)cc2)cc1	-0.4%	2.1	-0.2	-4.8%	-2.1%	0.4	4.2%	-1.6%
CCCNC(=O)C1(C)CCN(C(=O)c2cc(C)n(C(C)(C)C)n2)C1 (stereo not given)	10.1%	10.1	-0.8	-10.6%	-0.7%	2.0	15.5%	9.1%
COc1cc(-c2n[nH]c(=S)n2-c2cccc(C(F)(F)F)c2)cc(OC)c1OC	-2.7%	-5.9	-7.4	-22.4%	8.5%	-1.5	-8.5%	2.9%
CC(C)CC1NC(=O)N(CC(=O)N(C)C2CCCCC2)C1=O (stereo not given)	6.8%	4.1	-3.5	3.5%	-1.6%	0.8	9.7%	0.1%
Cc1ccc(NC(=O)Cc2ccc3c(c2)CCCC3)cc1C	26.2%	.	-1.7	?	-8.9%[57.1 µM]	-2.5	-11.8%	16.0%
CCN1CCN(C(=O)c2ccc3c(c2)N(Cc2ccccc2)C(=O)c2ccccc2S3(=O)=O)CC1	-1.0%	-4.5	0.2	-2.4%	-3.2%	-2.6	-19.7%	-4.9%
Nc1nc(-c2ccc([N+](=O)[O-])cc2)cs1	4.0%	-5.8	0.9	-11.1%	10.8%	-0.7	12.7%	-7.6%
Cc1cc(C(=O)Nc2ccc(Br)cc2)cs1	-2.9%	-2.6	-2.7	-0.2%	3.6%	-3.0	13.8%	-4.1%
CC(C)(C)c1ccc(NC(=O)c2cc(C3CCCN(S(=O)(=O)c4cccc5cccnc45)C3)on2)cc1 (stereo not given)	-9.8%	12.1	1.0	-1.5%	5.8%[57.1 µM]	1.2	-4.9%	-19.7%
Cn1nnc(NC(=O)c2cccc([N+](=O)[O-])c2)n1	5.8%	-7.8	-1.3	-7.4%	-4.5%	-0.7	-8.4%	-13.6%
CC1CN(C(=O)c2cccs2)CCN1C(=O)c1cccs1 (stereo not given)	14.8%	-5.9	-1.7	-2.9%	7.0%	-1.7	-13.5%	2.6%
COc1cccc2[nH]c(C(=O)NCCc3ccccc3)cc12	6.1%	-3.3	-1.2	-5.1%	-5.6%	-2.0	-12.0%	11.7%
CC1CCCC/C1=N/Nc1ccc([N+](=O)[O-])cc1[N+](=O)[O-] (stereo not given)	11.9%	2.2	2.3	-0.8%	-12.0%	-0.1	-26.6%	6.7%
N#Cc1ccc(-c2ccc(F)cc2)nc1Oc1ccccc1	-1.4%	.	-2.3	-0.6%	10.2%	1.0	-15.2%	3.0%
COc1cc(/C=N/NC(=O)Cc2ccccc2)cc([N+](=O)[O-])c1O	0.2%	?	-3.0	-5.1%	-12.7%	-1.1	-16.6%	-5.3%
CCCc1cc(=O)[nH]c(Nc2ccc3c(c2)OCCO3)n1	1.6%	0.5	0.7	-12.9%	8.4%	0.0	-6.3%	10.2%
COC(=O)Cc1ccc(NC(C)=O)cc1	6.7%	0.6	-3.3	-19.6%	-22.8%	-1.9	-8.2%	-25.8%
CCOC(=O)N1CCC(N(CCN(C)C)C(=S)Nc2cccc(SC)c2)CC1	3.2%	-1.8	-0.2	-6.6%	1.7%	-2.5	-9.1%	0.0%
Nc1ncn([C@H]2C[C@H](O)[C@@H](CO)O2)c(=O)n1	6.5%	-1.5	-2.9	-19.7%	0.6%	-0.5	-4.9%	-19.5%
CCCCN(CCCNC(=O)c1ccc2c(c1)NC(=O)CN2C)c1ccccc1	0.0%	-5.6	-0.5	-9.4%	5.2%	-0.5	-18.6%	3.7%
COc1ccc(Cl)cc1NC(=O)C(=O)N/N=C/c1cc(C)n(-c2ccc(C)cc2)c1C	-3.6%	.	1.3	-2.8%	-3.0%	-2.1	11.2%	0.4%
COc1ccccc1-c1c(C)nn2c(N3CCC4(CC3)OCCO4)cc(C)nc12	0.0%[15.6 µM]	-1.9	-5.1	-5.0%	-3.0%	-0.7	4.5%	1.5%
O=P(c1ccccc1)(c1ccccc1)c1cc(Br)cc(Br)c1OCCO	21.0%	-0.7	-3.6	-2.0%	-21.1%	0.0	-7.3%	10.1%
Cc1ccc(S(=O)(=O)NC(=O)Nc2c(C)cccc2C)cc1	1.8%	2.9	-2.0	-2.5%	-8.0%	-0.5	2.2%	-4.1%
COc1ccc(CCNC(=S)NC(=O)c2ccccc2)cc1OC	9.6%	.	-3.6	-9.7%	0.0%	0.6	3.9%	17.2%
CCC(C)[C@H]1CNC(=O)C(=O)N1CCc1cccc(F)c1 (stereo not given in full)	0.1%	2.3	-0.5	0.5%	1.0%	-0.2	-14.9%	-3.9%
O=C(Nc1ccc(Cl)cc1C(=O)NCc1cccnc1)c1ccc(Cl)cc1Cl	19.1%	12.0	-1.7	-17.7%	-5.1%	-0.2	-18.0%	3.3%
CC(C)CCNC(=O)CCc1nnc(COc2ccccc2)o1	?	-10.1	-3.9	-19.5%	?	2.9	-34.5%	5.4%
CCOc1ccc(N2CC(=O)N/C2=N\c2nc(C)cc(C)n2)cc1	-1.0%	4.5	0.7	-0.2%	4.6%	0.1	9.9%	-6.5%
CC(=O)Nc1ccc(OCC(O)Cn2ccnc2)cc1 (stereo not given)	7.0%	-1.7	-18.8	2.4%	-11.8%	-1.6	-4.7%	6.4%

Complete entries, looked up by structure. Order of screens: EPAC2 agonist	PI5P4K alpha inh	CCT chaperon mod	PLK1 PBD inh	WRN helicase inh	IL-2 act	EPAC1 antag	EPAC1 agonist
Entry for CC(C)CC1NC(=O)N(CC(=O)N(C)C2CCCCC2)C1=O (stereo not given) : 6.8%	4.1	-3.5	3.5%	-1.6%	0.8	9.7%	0.1%
Entry for CCOC(=O)N1CCC(N(CCN(C)C)C(=S)Nc2cccc(SC)c2)CC1 : 3.2%	-1.8	-0.2	-6.6%	1.7%	-2.5	-9.1%	0.0%
Entry for CC(C)(C)c1ccc(NC(=O)c2cc(C3CCCN(S(=O)(=O)c4cccc5cccnc45)C3)on2)cc1 (stereo not given) : -9.8%	12.1	1.0	-1.5%	5.8%[57.1 µM]	1.2	-4.9%	-19.7%

Continuation.
canonical_smiles	EPAC2 agonist	PI5P4K alpha inh	CCT chaperon mod	PLK1 PBD inh	WRN helicase inh	IL-2 act	EPAC1 antag	EPAC1 agonist
O=C(Oc1cccc([N+](=O)[O-])c1)c1cc(-c2ccccc2)nc2ccccc12	9.1%	.	-0.9	-7.3%	-10.0%	0.5	0.3%	10.0%
COc1ccc(CCNC(=O)C2CCN(S(=O)(=O)N3CCC(C)CC3)CC2)cc1OC	-1.0%	0.5	-2.3	-17.9%	0.7%	0.1	8.7%	10.3%
O=C1CCCN1C(=O)COc1cc(F)ccc1[N+](=O)[O-]	-0.6%	1.5	0.0	-1.1%	17.5%	0.7	26.2%	-11.5%
COc1cccc(CN2CCN(CC(=O)Nc3ccccc3Cl)CC2)c1	3.7%	4.1	0.5	-18.8%	3.3%	-1.9	-7.1%	-0.7%
CN1C(=S)N(c2ccccc2)C(=O)/C1=C/c1cccs1	-9.0%	0.1	-0.1	-14.7%	9.9%	2.5	22.6%	5.5%
CCCCCn1c(N2CCC(Cc3ccccc3)CC2)nc2c1c(=O)[nH]c(=O)n2C	-3.7%	2.4	-1.7	-2.5%	-6.3%	-3.6	-9.8%	-21.6%
Cc1ccc(C(=O)N2CCC3(CC2)Oc2ccc(F)cc2C(=O)C32CC(c3cccnc3)=NO2)s1 (stereo not given)	5.5%	1.4	0.2	-4.0%	-0.6%	0.2	-4.5%	-13.3%
CCc1cccc(NC(=O)COC(=O)CSc2ccc(C)cc2)c1	6.1%	11.9	-0.1	-17.9%	-4.0%	0.6	-21.1%	9.9%
O=C(CCC(=O)NC1CCCCC1)NCc1ccc(F)cc1	3.3%	-3.9	1.5	4.7%	2.7%	0.7	9.9%	2.9%
Cc1ccc(-n2c(SCC(=O)NCCN3C(=O)CSC3=O)nnc2-c2ccccc2)cc1C	-1.9%	-4.4	-2.5	-2.4%	-5.5%	-0.5	2.2%	1.9%
COc1ccccc1NC(=O)c1ccc2nc(-c3ccccc3)c(-c3ccccc3)nc2c1	13.6%	2.9	-1.6	-4.1%	0.1%	0.4	-6.7%	3.9%
Cc1nc(Cl)c(C(=O)NCc2ccccc2)c(C)c1Cl	9.6%	3.2	-2.4	-13.9%	-0.4%	0.5	-2.7%	2.6%
CCOC(=O)C1CCCCN1Cc1ccc(-c2ccccc2)cc1 (stereo not given)	9.6%	6.3	-3.4	-0.8%	4.5%	-2.0	-12.3%	3.8%
O=S1(=O)CCC(n2nccc2-c2ccccc2)C1 (stereo not given)	7.4%	2.0	0.1	1.5%	6.6%	0.1	7.3%	7.2%
COc1cc2ccccc2cc1C(=O)N1CCN(C(C)=O)CC1	14.7%	-0.3	-1.7	-9.4%	9.4%	0.3	23.0%	4.3%
CCOc1nc(C)cc(COC)c1C(N)=O	-11.1%	-2.2	0.2	8.0%	1.3%	-0.1	13.2%	0.7%
O=C(COC(=O)c1ccc(F)cc1)Nc1ccc(Cl)cn1	6.2%	1.5	-2.6	-5.0%	3.7%	-0.4	5.5%	11.3%
Cc1ccc(Cl)cc1N1CCN(C(=O)C2CCN(S(=O)(=O)c3cnc[nH]3)CC2)CC1	-13.2%	1.5	0.7	-4.7%	5.1%	-2.6	20.3%	0.9%
CC(=O)N/C(=C\c1ccccc1)C(=O)OC(C)C(=O)c1ccccc1 (stereo not given)	4.7%	0.4	-0.5	-0.1%	7.8%	-1.5	-4.9%	-7.3%
Cc1ccc2sc(N(CCCN(C)C)C(=O)c3ccc(S(=O)(=O)N(C)C4CCCCC4)cc3)nc2c1C	9.7%	10.9	0.2	-1.0%	0.3%	-4.4	7.6%	2.1%

Screening results deposited in PubChem BioAssay by National Center for Advancing Translational Sciences (NCATS).
